# ERG-DNA inh: blocks human ERG Ets domain binding to DNA. P11308. fluorescence polarization, His-ERG Ets domain / labelled DNA. Potency, µM (doses to about 76.9 µM), for inactives: at the highest dose FP activity, negative = inhibition, hits mostly inhibitors. 370,000 tested, 0.028% active. AID 624246; active = well fitted inhibition curve with a large enough effect in the polarisation, with a control signal flat; inconclusive = small, poorly fitted or top-dose-only effect, or effect the other way, or a change in a side signal; inactive = no such curve, though single readings can be large or run the other way; the % refers to the polarisation;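 also: polarization taken with two DNA probes labelled with fluorescein and Texas red; potency is read from the fitted curve at half-maximal effect; % of control where 0% means no effect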
#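 His-tagged ERG Ets domain (1 uM in the protein solution; 300mM KCl, 50mM Tris-HCl, 1mM EDTA, 1mM DTT, pH 7.5) received compound, then a probe mix of 5 nM fluorescein-DNA and 100nM Texas-615-DNA. Fluorescence polarization was read for both dyes.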
# POLK inh: DNA polymerase kappa (human) inhibition; Q9UBT6; purified Pol kappa, fluorescent DNA synthesis assay, 10 min; Potency, µM (top dose mostly 107 µM), inactives show at the top dose activity, negative = inhibition, most hits filed as inhibitors; 400,000 tested, 0.53% active; also: potency is read from the fitted curve at half-maximal effect; % is scaled to controls: 0 for no effect and ±100 for the full control effect
# Target sequence (Q9UBT6 whole entry, looked up): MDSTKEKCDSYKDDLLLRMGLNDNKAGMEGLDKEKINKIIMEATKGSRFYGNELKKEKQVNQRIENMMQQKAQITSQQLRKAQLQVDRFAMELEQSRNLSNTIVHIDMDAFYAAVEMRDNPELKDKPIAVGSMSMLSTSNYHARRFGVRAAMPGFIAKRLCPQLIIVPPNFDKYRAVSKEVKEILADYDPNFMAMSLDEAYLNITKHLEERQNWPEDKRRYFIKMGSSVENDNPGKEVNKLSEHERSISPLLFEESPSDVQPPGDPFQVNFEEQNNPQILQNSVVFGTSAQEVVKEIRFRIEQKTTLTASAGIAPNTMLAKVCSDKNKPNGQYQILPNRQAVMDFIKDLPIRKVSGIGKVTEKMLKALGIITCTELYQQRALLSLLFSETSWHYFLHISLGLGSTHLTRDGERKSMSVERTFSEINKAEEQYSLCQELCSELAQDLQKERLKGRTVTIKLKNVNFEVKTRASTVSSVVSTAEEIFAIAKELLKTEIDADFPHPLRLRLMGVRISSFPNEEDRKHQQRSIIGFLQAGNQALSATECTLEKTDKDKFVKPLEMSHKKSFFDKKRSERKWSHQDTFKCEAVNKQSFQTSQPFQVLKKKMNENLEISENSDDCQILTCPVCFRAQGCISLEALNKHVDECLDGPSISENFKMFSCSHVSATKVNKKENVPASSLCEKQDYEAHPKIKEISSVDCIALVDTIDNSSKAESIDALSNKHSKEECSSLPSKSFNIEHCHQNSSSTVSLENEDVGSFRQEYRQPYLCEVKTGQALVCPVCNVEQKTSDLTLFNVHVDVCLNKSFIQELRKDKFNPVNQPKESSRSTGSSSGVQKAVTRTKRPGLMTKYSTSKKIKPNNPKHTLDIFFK
#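 Activity was followed as the change in fluorescence between reads at 0 and 10 min after starting the reaction with 50 nM substrate. Beforehand, 10 nM polymerase had been preincubated with compound for 15 min at room temperature.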
# APEX1 inh: inhibitors of human APE1 endonuclease | recombinant APE1, TAMRA/BHQ-2 abasic DNA cleavage fluorescence | Potency, µM (top dose mostly 65.8 µM), without a hit: at the highest dose activity change, negative = inhibition, actives largely listed as inhibitors | 350,000 tested, 0.35% active;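 also: potency is read from the fitted curve at half-maximal effect; plate controls were vehicle for no effect and reference inhibitor for full effect; nearly all actives have a fitted effect of over 55% in size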
#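 Incision of a quenched TAMRA/BHQ-2 THF abasic-site duplex (50 nM) by 0.75 nM APE1, after 15 min compound preincubation, measured as fluorescence increase over three 60 s reads. Values normalized to buffer, DMSO and NSC13755 control wells.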
# LDHA block: inhibitors of human lactate dehydrogenase A; 480,000 tested, 0.15% active; activity change, % (values are at about 110 or 230 µM); purified LDHA, NADH/diaphorase-resazurin fluorescence; hits give low values; P00338; in the data active = activity change below about -30%; inconclusive = mostly about -25% to -30%;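 also: plate controls were DMSO wells for no effect and wells without enzyme for full effect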
#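 Enzyme activity of human lactate dehydrogenase 5 (2 nM; 0.06 mM NADH, 0.2 mM pyruvate, 5 min, RT) is measured via a resazurin/diaphorase fluorescence readout of residual NADH.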
# POLH inh: blocks human DNA polymerase eta activity | Q9Y253 | recombinant Pol eta, fluorescent DNA replication assay | Potency, µM (top dose mostly 114 µM), for the others: at the highest dose activity change, negative = inhibition, actives largely listed as inhibitors | 390,000 tested, 1.2% active; also: potency is read from the fitted curve at half-maximal effect; % is scaled to controls: 0 for no effect and ±100 for the full control effect
#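 Fluorescent replication assay: 50 nM final substrate added after a 15 min room-temperature compound preincubation with 10 nM enzyme. Signal taken at 0 min and again at 10 min.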
# ALOX12 inh: blocks human arachidonate 12S-lipoxygenase; Potency, µM (highest dose often 108 µM), for inactives: at the top dose activity change, negative = inhibition, actives largely listed as inhibitors; P18054; 580,000 tested, 1.1% active; purified 12hLO, xylenol orange hydroperoxide absorbance; also: potency is read from the fitted curve at half-maximal effect; % is scaled to controls: 0 for no effect and ±100 for the full control effect
#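 Purified human 12hLO (150 nM final) in 25 mM Hepes, 0.01% Triton X-100, pH 7.0 was preincubated 15 min at room temperature with compound. Then 40 uM arachidonic acid was added, 30 min. Hydroperoxide was read by Fe-XO absorbance ratio 573/405 nm.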
# RGS4 inh: inhibitors of human regulator of G protein signaling 4; P49798; Transcreener GDP fluorescence polarization, RGS4-accelerated GTP hydrolysis; Potency, µM (titrated, usually from 114 µM), for inactives: top-dose activity change, negative = inhibition, hits mostly inhibitors; 390,000 tested, 0.039% active; AID 504845; also: potency is read from the fitted curve at half-maximal effect; % is scaled to controls: 0 for no effect and ±100 for the full control effect; nearly all actives have a fitted effect of over 75% in size; some results filed as inactive show a strong effect at the top dose
#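 MLSMR compounds (23 nl, pin-transferred) preincubated 10 min at room temperature with a 500nM (2x) first reagent, then RGS4 at 900nM (2x) plus Transcreener GDP mix added; fluorescence polarization (620/688 nm) read before and after 90 min at 30 °C.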
# Apoferritin bind: binds horse apoferritin like a general anesthetic | 350,000 tested, 0.074% active | Potency, µM (top dose mostly 77.5 µM), for the others: top-dose activity change, negative = displacement, most hits filed as inhibitors | apoferritin/1-aminoanthracene competitive binding, fluorescence | P02791 | AID 485281; also: potency is read from the fitted curve at half-maximal effect; % is scaled to controls: 0 for no effect and ±100 for the full control effect; nearly all actives have a fitted effect of over 20% in size
# Target sequence (P02791 2-175 limits assumed): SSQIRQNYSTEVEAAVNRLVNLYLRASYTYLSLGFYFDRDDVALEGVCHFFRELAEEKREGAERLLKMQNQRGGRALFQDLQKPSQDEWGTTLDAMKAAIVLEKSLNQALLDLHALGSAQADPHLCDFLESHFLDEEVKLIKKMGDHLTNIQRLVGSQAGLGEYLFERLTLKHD
#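 Read-out: endpoint 1-AMA fluorescence, excitation 380 nm and emission 535 nm, after compounds sit 10 min at room temperature with 10 uM horse-spleen apoferritin in 50% saturated 1-AMA/PBS. Values come from four-parameter Hill fits.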
# Pol beta inh: blocks human DNA polymerase beta activity; Pol beta primer extension/strand displacement, fluorescence kinetic; Potency, µM (doses to about 114 µM), for the others: top-dose activity change, negative = inhibition, usual class: inhibitors; 340,000 tested, 1.3% active; P06746; also: potency is read from the fitted curve at half-maximal effect; % is scaled to controls: 0 for no effect and ±100 for the full control effect
#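 Values derive from four-parameter Hill fits of normalized kinetic data: reads at 0 and 10 min following addition of 50 nM substrate to 10 nM Pol beta preincubated 15 min with compound.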
# An asterisk follows results filed as active; ? = inconclusive; / = no result given; [ ] = dose if it differs, or a comment. Unless noted, calls follow the shape of the dose curve; as a rule, active = well fitted curve in the direction sought with a large enough effect; inconclusive = small, poorly fitted or top-dose-only effect, or another doubt; inactive = no such curve, though single readings can be large; an effect the other way counts as inactive or inconclusive.
no. | smiles | ERG-DNA inh | POLK inh | APEX1 inh | LDHA block | POLH inh | ALOX12 inh | RGS4 inh | Apoferritin bind | Pol beta inh
1 | Cc1c(Cl)cccc1NC(=O)c1ccc2c(c1)nnn2C1CCCC1 | 1% | -20% | / | -15 | -7% | -4% | 16% | -2% | -25%
2 | COc1cc(/C=C2\SC(=O)NC2=O)ccc1Oc1cnccn1 | -8% | -14%[60.1 µM] | -3% | -6 | 14% | -12% | 23%[11.4 µM] | -2% | -9%
3 | O=C(CCl)N(CCc1ccccc1)CCc1ccccc1 | 1% | -1% | 43% | -7 | -10% | ? | -15% | -11% | 34%
4 | Cc1ccc(CN2C(=O)c3ccccc3Sc3ccc(C(=O)NC4CCCCC4)cc32)cc1 | 12% | -8%[60.1 µM] | / | -18 | -17% | -27% | 1% | -15% | 32%
5 | O=C(NCCO)C1CCN(S(=O)(=O)c2ccc(F)cc2)CC1 | -2% | -13% | 0% | -7 | -9% | 0% | -3% | -6% | 32%
6 | O=C(CCC(=O)c1cccs1)NNC(=O)c1ccc(Cl)cc1 | -13% | 8% | 16% | -1 | -8% | -1% | 2% | / | /
7 | C[C@H](NC(=O)c1ccccc1Cl)C(=O)OC(C(=O)Nc1cc(C(F)(F)F)ccc1Cl)c1ccccc1 (some centres undefined) | -2% | -17% | 8% | 1 | -4% | 0% | 26% | 4% | 3%
8 | CCC1(c2ccccc2)NC(=O)N(CC(=O)N(C)Cc2c(F)cccc2Cl)C1=O (centres undefined) | -3% | 8% | 21% | 0 | -19% | -9% | -7% | 8% | 30%
9 | COc1ccc(CNC(=O)c2ccc(-c3nc(CSc4ccccc4)c(C)o3)cc2)cc1OC | -1% | 7% | / | 3 | -3% | -26% | 3% | -14% | 8%
10 | Cc1cnc(NC(=O)c2cc3c(C)nn(-c4ccccc4)c3s2)s1 | -7% | -11% | 0% | -11 | -13% | 5% | 11% | 4% | 3%
11 | CCCn1c(SCC(=O)NCCc2ccccc2)nnc1-c1ccccn1 | 1% | -1% | -3% | -9 | -11% | -6% | -7% | -1% | -2%
12 | c1ccc2[nH]c(-c3ccc4c(c3)OCO4)nc2c1 | -16% | -12% | / | -3 | -2% | 4% | 13% | / | /
13 | Cc1ccc(Cl)cc1N1CCN(C(=O)CN(C2CCCCC2)S(C)(=O)=O)CC1 | 0% | -15% | -8% | -1 | -21% | 0%[57.4 µM] | -11%[11.4 µM] | -14% | 18%
14 | COC(=O)c1ccc(COc2cc(C)ccc2C)o1 | -4% | -11% | 6% | -7 | -9% | 0% | 12% | 4% | -5%
15 | CC1CC(C)CN(c2ccc([N+](=O)[O-])nc2)C1 (centres undefined) | 0% | -7% | ? | -13 | -22% | -27% | -3% | -23% | 16%
16 | Cc1ccc(Cn2c(SCC(C)C)nc3c2c(=O)n(C)c(=O)n3C)cc1 | 4% | 2% | 0% | -1 | -21% | -12% | -16% | -6% | 4%
17 | CC[C@H](C)[C@H](NC(=O)OCc1ccccc1)C(=O)OCC(=O)N(C)CC(=O)Nc1ccccc1Cl | -4% | -4% | 12% | -6 | -6% | 0% | 4% | / | /
18 | C=CCn1c(SCc2nc3ccccc3c(=O)[nH]2)nc2sc3c(c2c1=O)CCCC3 | 11% | 9% | 0% | -4 | -9% | / | -6%[56.9 µM] | -2% | -6%
19 | O=C(CCNC(=O)C1CCN(S(=O)(=O)c2ccc(F)cc2)CC1)NCCc1cccc(F)c1 | -3% | 2% | 45% | -5 | -8% | 0% | 18% | -4% | 11%
20 | C=C1CCN(C(CC(C)C)C(=O)Nc2ccc(OC)cc2)S(=O)(=O)c2ccccc21 (centres undefined) | / | -11% | -7% | / | / | / | -25% | -7% | /
21 | COc1ccc(N2C(=O)CC(S/C(N)=N/N=C(\C)c3cccs3)C2=O)cc1 (centres undefined) | 4% | -5% | ? | -15 | -1% | 0% | 23% | -23% | 19%
22 | O=C(N1CCCCCC1)N1CCN(C(=O)N2CCOCC2)CC1 | -16% | -4% | 15% | -9 | 0% | 6% | 29% | 0% | -15%
23 | O=C(NCc1cccs1)c1ccc([N+](=O)[O-])cc1 | ? | 3% | 3% | 0 | -18% | -13% | -21% | 4% | 11%
24 | O=C1OC(NC(=O)c2ccccc2)C(n2cc(CO)nn2)=C1Cl (centres undefined) | 2% | -8% | 3% | 5 | -5% | 5% | ? | -9% | 5%
25 | O=C1c2ccccc2NC(c2ccccc2)N1CCCN1CCOCC1 (centres undefined) | -1% | -6% | 3% | -11 | -6% | 2% | -16% | 39%[activator] | -2%
26 | O=C(O)CSc1nnc(-c2ccc(Cl)cc2Cl)n1-c1ccc(Cl)cc1 | -4% | 0% | 3% | -4 | -14% | 0% | -52% | -4% | -2%
27 | CCSCc1nnc(SCC(=O)Nc2nccs2)n1CC | 6% | -12% | -2% | -2 | -13% | 1% | -12% | -9% | -1%
28 | CNc1nnc(SCC(=O)c2cc(C)n(C3CC3)c2C)s1 | -5% | 9% | 37%[activator] | 1 | -6% | -4% | -39% | / | /
29 | COc1ccc(NC(=O)CSCC(=O)N(C)Cc2c(F)cccc2Cl)cc1 | 3% | -3% | 7% | -4 | -19% | 21% | 3% | / | /
30 | CC(C)OCCCNC(=O)c1ccc2c(c1)ncn2C1CCCC1 | 3% | 1% | -1% | -3 | 2% | 5% | -5% | -6% | -14%

# (next part)
no. | smiles | ERG-DNA inh | POLK inh | APEX1 inh | LDHA block | POLH inh | ALOX12 inh | RGS4 inh | Apoferritin bind | Pol beta inh
31 | O=C(CCc1ccccc1)Nc1ccc(NC(=O)C2CCCCC2)nc1 | -6% | -1% | 3% | -1 | -9% | 11% | 18% | -4% | -9%
32 | Cc1ccc(N(C(=O)c2ccc3c(c2)OCO3)C2C=CS(=O)(=O)C2)cc1C (centres undefined) | 2% | 2% | 16% | 0 | -7% | 0% | -7% | -8% | 37%
33 | O=C(/C=C/c1ccccc1)Nn1cnnc1 | 1% | -7% | -3% | 0 | -14% | -5% | -6% | -5% | 21%
34 | N#C/C(=C(/O)COC(=O)c1ccccc1O)c1nc2ccccc2s1 | 23% | -10% | 0% | 1 | -26% | ? | -28% | -10% | -4%
35 | O=C(c1ccc(=O)[nH]n1)N1CCN(S(=O)(=O)c2ccccc2F)CC1 | 6% | -9% | 4% | -7 | -6% | 11% | 17% | / | /
36 | CC(=O)c1ccc[nH]1 | / | -5%[60.1 µM] | 0% | / | / | -2%[176 µM] | / | -7% | /
37 | CCCN1CCN(CCCNC(=O)c2ccc(CS(=O)c3ccccc3C)o2)CC1 (centres undefined) | -1% | -1% | 65%[activator] | -15 | -8% | -2% | -5%[11.4 µM] | -10% | 2%
38 | O=C(CSc1nnnn1-c1ccc(F)cc1)NC1CCCCC1 | -16% | 5% | 2% | -1 | 16% | 0% | ? | -4% | -12%
39 | CCOC(=O)C/C(C)=N/NC(=O)CNc1cccc(Cl)c1C | 0% | -11% | -4% | -4 | -20% | 20% | -10% | ? | 1%
40 | COc1ccc(C2C(C(=O)Nc3cccc(C)n3)c3ccccc3C(=O)N2C)cc1 (centres undefined) | 6% | -3% | -9% | -21 | 10% | 0% | 12% | -9% | 16%

# In the list so far, these contain an aryl methoxy group:
no. | smiles | ERG-DNA inh | POLK inh | APEX1 inh | LDHA block | POLH inh | ALOX12 inh | RGS4 inh | Apoferritin bind | Pol beta inh
2 | COc1cc(/C=C2\SC(=O)NC2=O)ccc1Oc1cnccn1 | -8% | -14%[60.1 µM] | -3% | -6 | 14% | -12% | 23%[11.4 µM] | -2% | -9%
9 | COc1ccc(CNC(=O)c2ccc(-c3nc(CSc4ccccc4)c(C)o3)cc2)cc1OC | -1% | 7% | / | 3 | -3% | -26% | 3% | -14% | 8%
20 | C=C1CCN(C(CC(C)C)C(=O)Nc2ccc(OC)cc2)S(=O)(=O)c2ccccc21 (centres undefined) | / | -11% | -7% | / | / | / | -25% | -7% | /
21 | COc1ccc(N2C(=O)CC(S/C(N)=N/N=C(\C)c3cccs3)C2=O)cc1 (centres undefined) | 4% | -5% | ? | -15 | -1% | 0% | 23% | -23% | 19%
29 | COc1ccc(NC(=O)CSCC(=O)N(C)Cc2c(F)cccc2Cl)cc1 | 3% | -3% | 7% | -4 | -19% | 21% | 3% | / | /
40 | COc1ccc(C2C(C(=O)Nc3cccc(C)n3)c3ccccc3C(=O)N2C)cc1 (centres undefined) | 6% | -3% | -9% | -21 | 10% | 0% | 12% | -9% | 16%

# A portion of the library; count on the stated rates, not on these rows.
